Screening results as filed in PubChem.
Tb PGK inh – qHTS Assay to Find Inhibitors of Phosphoglycerate Kinase | Potency, µM (doses to about 57.5 µM), inactives show at the top dose activity change, negative = inhibition, actives largely listed as inhibitors | actives 0.043% (n = 380,000) | PGK/GAPDH coupled, Kinase-Glo luminescence, 60 min | AID 602233, 2012 | Phosphoglycerate kinase, glycosomal (Trypanosoma brucei brucei), P07378; further: on the % scale 0 is the no-effect control and ±100 the full control effect; nearly all actives have a fitted effect of over 60% in size
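Recombinant glycosomal PGK reaction used 1,3-bisphosphoglycerate generated in-well by GAPDH (100nM final) in 100mM TEA pH 7.6, 5mM MgCl2, 0.01% Tween-20. After 60 minutes at room temperature, ATP was read by Kinase-Glo Plus luminescence end-point.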
RGS4 inhibitor – Inhibitors of Regulator of G Protein Signaling (RGS) 4: qHTS; Transcreener GDP fluorescence polarization, RGS4-accelerated GTP hydrolysis; actives 0.039% (n = 390,000); Potency, µM (doses to about 114 µM), for the others: at the top dose activity change, negative = inhibition, usual class: inhibitors; Regulator of G-protein signaling 4 (Homo sapiens), P49798; further: on the % scale 0 is the no-effect control and ±100 the full control effect; nearly all actives have a fitted effect of over 75% in size; some results filed as inactive show a strong effect at the top dose
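MLSMR compounds (23 nl, pin-transferred) preincubated 10 min at room temperature with a 500nM (2x) first reagent, then RGS4 at 900nM (2x) plus Transcreener GDP mix added; fluorescence polarization (620/688 nm) read before and after 90 min at 30 °C.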
GLS inhibitor – qHTS for Inhibitors of Glutaminase (GLS) | Potency, µM (titrated, usually from 45.5 µM), for the others: at the highest dose activity change, negative = inhibition, hits mostly inhibitors | AID 624170, 2012 | actives 0.21% (n = 410,000) | Glutaminase kidney isoform, mitochondrial (Homo sapiens), O94925 | GLS enzymatic activity, qHTS titration; further: on the % scale 0 is the no-effect control and ±100 the full control effect
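hKGA in 45 mM KH2PO4 pH 8.2, 0.02% Tween-20 with pin-transferred compounds; 1 mM L-glutamine (stock) plus glutamate oxidase/HRP/Amplex Red coupling added. Fluorescence read initially and after 30 min at RT.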
HP1b binding inh – HTS for Inhibitors of HP1-beta Chromodomain Interactions with Methylated Histone Tails. Chromobox protein homolog 1 (Homo sapiens), P83916. AlphaScreen HP1-beta / biotin-H3K9me3 peptide binding. Potency, µM (titrated, usually from 114 µM), for inactives: at the highest dose activity change, negative = inhibition, most hits filed as inhibitors. actives 0.56% (n = 390,000); further: nearly all actives have a fitted effect of over 70% in size; inactives centre near 23
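HP1-beta protein (50 nM final) preincubated 30 min at room temperature with biotinylated H3(1-18)K9me3 peptide (50 nM) in PBS pH 7.4, 0.01% Tween-20, then compound added for 30 min. AlphaScreen streptavidin donor/nickel chelate acceptor beads (10 ug/mL final), 30 min dark, luminescence read.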
JMJD2A Tudor – qHTS Assay for Inhibitors of JMJD2A-Tudor Domain; actives 4.4% (n = 390,000); AlphaScreen JMJD2A-Tudor / H3K4me3 peptide binding; Potency, µM (highest dose often 114 µM), for inactives: at the highest dose activity change, negative = inhibition, hits mostly inhibitors; Lysine-specific demethylase 4A (Homo sapiens), O75164; further: on the % scale 0 is the no-effect control and ±100 the full control effect; nearly all actives have a fitted effect of over 50% in size
TrxR1 inh – qHTS Assay for Inhibitors of Mammalian Selenoprotein Thioredoxin Reductase 1 (TrxR1): qHTS. recombinant rTrxR1, NADPH fluorescence consumption, selenite substrate. Potency, µM (highest dose often 114 µM), for the others: at the highest dose activity change, negative = inhibition, usual class: inhibitors. actives 1% (n = 390,000); further: on the % scale 0 is the no-effect control and ±100 the full control effect; nearly all actives have a fitted effect of over 65% in size
Target sequence (O89049 whole entry, looked up): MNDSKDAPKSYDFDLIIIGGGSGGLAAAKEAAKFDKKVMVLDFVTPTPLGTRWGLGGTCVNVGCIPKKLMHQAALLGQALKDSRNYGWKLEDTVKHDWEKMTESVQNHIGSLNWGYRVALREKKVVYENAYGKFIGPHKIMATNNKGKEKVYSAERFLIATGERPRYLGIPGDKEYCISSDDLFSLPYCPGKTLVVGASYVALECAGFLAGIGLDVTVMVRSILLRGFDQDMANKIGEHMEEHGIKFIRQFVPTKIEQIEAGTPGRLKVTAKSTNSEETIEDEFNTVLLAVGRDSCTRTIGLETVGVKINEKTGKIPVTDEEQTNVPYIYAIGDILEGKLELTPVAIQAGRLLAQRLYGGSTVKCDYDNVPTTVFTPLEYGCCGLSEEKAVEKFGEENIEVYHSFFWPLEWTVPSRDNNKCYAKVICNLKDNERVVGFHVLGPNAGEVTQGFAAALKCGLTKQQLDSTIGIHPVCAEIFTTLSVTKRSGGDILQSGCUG
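Rat TrxR1 (90 nM in the dispensed reagent) was pre-reduced with 400 uM NADPH for 5 min at room temperature, then incubated with compound for 15 min. After 400 uM selenite was added, NADPH fluorescence (Ex 340/Em 450 nm) was followed for 8 min.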
ERG-DNA inh – qHTS for Small Molecule Inhibitors of the ERG Ets/DNA interaction. fluorescence polarization, His-ERG Ets domain / labelled DNA. Potency, µM (highest dose often 76.9 µM), for inactives: top-dose FP activity, negative = inhibition, hits mostly inhibitors. actives 0.028% (n = 370,000). AID 624246, 2012; active means well fitted inhibition curve with a large enough effect in the polarisation, with a control signal flat; inconclusive means small, poorly fitted or top-dose-only effect, or effect the other way, or a change in a side signal; inactive means no such curve, though single readings can be large or run the other way; the % refers to the polarisation;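 further: polarization taken with two DNA probes labelled with fluorescein and Texas red; % of control where 0% means no effect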
Target sequence (P11308 whole entry, looked up, the tested form may be a part): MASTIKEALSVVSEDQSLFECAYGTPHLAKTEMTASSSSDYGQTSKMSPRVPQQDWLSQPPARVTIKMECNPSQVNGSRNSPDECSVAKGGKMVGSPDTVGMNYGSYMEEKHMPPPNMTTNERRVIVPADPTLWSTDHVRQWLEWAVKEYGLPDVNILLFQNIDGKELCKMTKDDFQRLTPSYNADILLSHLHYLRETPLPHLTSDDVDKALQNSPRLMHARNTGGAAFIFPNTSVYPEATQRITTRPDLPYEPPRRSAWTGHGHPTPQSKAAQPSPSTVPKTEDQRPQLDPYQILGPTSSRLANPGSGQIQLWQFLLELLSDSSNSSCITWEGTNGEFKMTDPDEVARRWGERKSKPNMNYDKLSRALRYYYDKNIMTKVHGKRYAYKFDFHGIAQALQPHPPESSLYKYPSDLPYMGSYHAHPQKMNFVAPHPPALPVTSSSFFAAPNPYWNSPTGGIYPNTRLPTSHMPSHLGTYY
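His-tagged ERG Ets domain (1 uM in the protein solution; 300mM KCl, 50mM Tris-HCl, 1mM EDTA, 1mM DTT, pH 7.5) received compound, then a probe mix of 5 nM fluorescein-DNA and 100nM Texas-615-DNA. Fluorescence polarization was read for both dyes.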
12-LOX inh – Primary qHTS assay for inhibitors of human arachidonate 12S-lipoxygenase (ALOX12): Round 2; Polyunsaturated fatty acid lipoxygenase ALOX12 (Homo sapiens), P18054; Potency, µM (top dose mostly 108 µM), for inactives: at the highest dose activity change, negative = inhibition, actives largely listed as inhibitors; actives 1.1% (n = 580,000); purified 12hLO, xylenol orange hydroperoxide absorbance; AID 1671190, 2021; further: on the % scale 0 is the no-effect control and ±100 the full control effect
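Purified human 12hLO (150 nM final) in 25 mM Hepes, 0.01% Triton X-100, pH 7.0 was preincubated 15 min at room temperature with compound. Then 40 uM arachidonic acid was added, 30 min. Hydroperoxide was read by Fe-XO absorbance ratio 573/405 nm.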
Pin1 inh – qHTS Assay to Find Inhibitors of Pin1; Peptidyl-prolyl cis-trans isomerase NIMA-interacting 1 (Homo sapiens), Q13526; Pin1 FP peptide displacement, HiFluor488, 10 min; Potency, µM (top dose mostly 115 µM), without a hit: at the highest dose activity, negative = inhibition, most hits filed as inhibitors; actives 0.009% (n = 390,000); AID 504891, 2011; active means well fitted inhibition curve with a large enough effect in the polarisation, with a control signal flat, not every such curve was filed as active; inconclusive means small, poorly fitted or top-dose-only effect, or effect the other way, or a change in a side signal; inactive means no such curve, though single readings can be large or run the other way; the % refers to the polarisation; further: on the % scale 0 is the no-effect control and ±100 the full control effect
The depositor's hits bear a star; i = inactive; u = inconclusive; x = not tested or not shown; [ ] = dose if it differs, or a comment. Unless noted, the call rests on the fitted dose curve; in most records, active means well fitted curve in the direction sought with a large enough effect; inconclusive means small, poorly fitted or top-dose-only effect, or another doubt; inactive means no such curve, though single readings can be large; an effect the other way counts as inactive or inconclusive. Potency means the concentration at half of the fitted maximal effect. Not all compounds are listed. The share of hits here may be higher or lower than overall.

A first look, 2 compounds:
Tb PGK inh,RGS4 inhibitor,GLS inhibitor,HP1b binding inh,JMJD2A Tudor,TrxR1 inh,ERG-DNA inh,12-LOX inh,Pin1 inh,compound
-0.8%,1.0%,-1.7%,21.7%,-15.7%,23.9%,5.1%,216.8%[activator],0.3%,CCOC(=O)C1CCCCN1S(=O)(=O)c1cc2c(cc1C)NC(=O)CO2 (stereo not given)
1.7%,-10.2%,-25.9%,14.6%,2.9%,9.0%,6.1%,-2.1%,-0.1%,O=C(CN(c1ccccc1)S(=O)(=O)c1ccccc1[N+](=O)[O-])N1CCCC1

This part in full (from the top)
Tb PGK inh,RGS4 inhibitor,GLS inhibitor,HP1b binding inh,JMJD2A Tudor,TrxR1 inh,ERG-DNA inh,12-LOX inh,Pin1 inh,compound
-0.8%,1.0%,-1.7%,21.7%,-15.7%,23.9%,5.1%,216.8%[activator],0.3%,CCOC(=O)C1CCCCN1S(=O)(=O)c1cc2c(cc1C)NC(=O)CO2 (stereo not given)
1.7%,-10.2%,-25.9%,14.6%,2.9%,9.0%,6.1%,-2.1%,-0.1%,O=C(CN(c1ccccc1)S(=O)(=O)c1ccccc1[N+](=O)[O-])N1CCCC1
-2.1%,-24.1%,8.8%,40.2%[activator],-21.8%,9.2%[57.1 µM],x,10.1%,4.8%,COc1ccccc1CN1C(=O)[C@H]2Cc3c([nH]c4ccccc34)C(C)(C)N2C1=O
-0.9%,24.5%,8.7%,-4.2%,u,5.4%,-2.4%,-0.1%,-0.2%,O=C1C2C(c3ccccc3)CC=CC2[C@H](c2cccc([N+](=O)[O-])c2)N1Cc1ccccc1 (stereo not given in full)
-0.6%,-7.5%,u,28.2%,-18.3%,-0.3%[2.29 µM],-8.9%,0.0%,u,O=C(O)/C=C/C(=O)N1Cc2cc3ccccc3nc2C1
-5.3%,-1.2%,4.2%,-1.2%,-21.1%,-5.8%,-0.8%,237.9%[activator],-1.2%,Cc1nnc(SCc2ccc(F)cc2)n1NC/C=C/c1ccccc1
5.7%,10.7%,32.3%,29.5%,-19.0%,3.2%[57.1 µM],-11.3%,-0.3%,-5.0%,COc1ccc(/C=N/Nc2nc(N3CCCC3)nc(N3CCCC3)n2)cc1O
2.7%,-9.4%,3.0%,20.7%,-7.4%,-26.6%,-7.0%,16.7%,1.9%,CC(=O)c1ccc(NC(=O)CSc2nc(N3CCOCC3)nc(N3CCOCC3)n2)cc1
-5.2%,0.8%,21.8%,44.5%[activator],-13.5%[57.1 µM],-7.3%,2.5%,-9.7%,2.3%,C=CCNC(=S)NNC(=O)c1csc(CC)c1
17.9%,26.4%,1.8%,21.3%,-16.6%,9.0%,-1.3%,4.9%,2.0%,CCc1ccc2c(c1)c(=O)c(S(=O)(=O)c1ccc(Cl)cc1)cn2CC
4.4%,16.0%,0.0%,28.7%,-9.0%,10.6%,3.5%,-13.7%,0.5%,CCn1c(SCC(=O)Nc2ccc3c(c2)OCCO3)nnc1C1CC1
0.1%,u,2.1%,11.3%,-3.5%,14.0%[57.1 µM],-3.9%,1.6%,23.6%,COc1ccc(C(=O)Nc2cccc(-c3cc4ccccc4oc3=O)c2)cc1[N+](=O)[O-]
-1.6%,17.3%,1.2%,33.7%,3.7%,30.2%,-9.7%,u,1.0%,O=C(COC(=O)/C=C/c1ccccc1)NC1CCCC1
-4.4%,-4.0%,0.9%,34.2%,5.7%,22.0%,10.0%,15.6%,0.3%,O=C(NC1CC1)c1ccc(Cl)c(S(=O)(=O)N2CCOCC2)c1
x,u,2.9%,u,20µM*,11.2µM*,-6.6%,0.0%,3.2%,O=[N+]([O-])c1cc(Br)c(Nc2ccccc2)c([N+](=O)[O-])c1
-3.0%,0.1%,-11.2%,31.0%,-6.9%,-2.3%,-6.4%,8.0%,-0.6%,C=CCn1cc(CN2CCC(C(=O)Nc3ccc(Oc4cccnc4)cc3)CC2)c(C)n1
4.1%,-50.0%,u,u,35.5µM*,u,-10.4%,0.0%,u,CN1Cc2sc(NC(=S)NC(=O)c3ccccc3)c(C#N)c2CC1(C)C
-6.1%,-34.3%,-0.1%,50.0%[activator],-0.7%,-3.9%[57.1 µM],6.2%,8.5%,13.1%,CCOCCCn1c(SCC(=O)Nc2ccc(C(N)=O)cc2)nc2ccccc2c1=O
2.4%,15.2%,-2.5%,28.8%,-5.3%,13.1%[57.1 µM],3.9%,0.0%,0.3%,Cc1cc2c3nonc3ccc2n1C
8.3%,6.5%,6.9%,40.1%,-2.9%,16.5%,x,198.4%[activator],2.3%,Cc1ccc(OCCNC(=O)CNC(=O)c2ccccc2Cl)cc1
16.1%,-12.7%,-1.4%,24.4%,-3.8%,-10.2%[57.1 µM],9.7%,5.5%,u,CCc1nnc(NC(=O)C2CCCCN2S(=O)(=O)c2ccccc2)s1 (stereo not given)
-11.6%,0.7%,11.8%,18.7%,-2.1%,27.3%,x,-16.0%,4.8%,N/C(=N\OC(=O)COc1ccc(Br)cc1)c1cccnc1
-7.5%,1.7%,8.7%,u,17.8µM*,23.0%,3.9%,0.0%,1.6%,CCC1CCCCN1CCCCOc1cccc(Cl)c1 (stereo not given)
-8.6%,-18.3%,-12.0%,8.7%,44.7µM*,-8.2%[57.1 µM],19.7%,-14.5%,-4.6%,Cc1ccccc1-n1c([C@@H]2C[C@H]2c2ccccc2)n[nH]c1=S
-3.0%,20.7%,-1.7%,20.8%,6.3%,7.3%[57.1 µM],-0.2%,-13.7%,3.1%,Cc1nn2c(=O)cc(COC(=O)c3ccccc3NC(=O)c3cccs3)nc2s1
-1.6%,3.8%,27.8%,19.8%,-14.1%,-9.2%[57.1 µM],-2.1%,0.0%,2.8%,O=C(NC(=O)N1CCN(c2ccccc2)CC1)c1ccc(Cl)cc1
-9.7%,-44.0%,-0.4%,24.8%,79.4µM*,u,-0.5%,u,-5.3%,CCc1ccc(N(CC)C(=O)c2sc3nc4n(c(=O)c3c2C)CCCC4)cc1
3.3%,5.8%,29.1%,59.9%[activator],-8.5%,14.6%[57.1 µM],-5.7%,35.9%[activator][57.4 µM],-10.7%,O=C(NCCN1C(=O)C2C3C=CC(C3)C2C1=O)Nc1ccccc1O (stereo not given)
-2.6%,12.4%,4.2%,-15.9%,-29.1%,12.7%,16.3%,-47.6%,1.9%,CC(=O)Nc1ccc(-c2csc(NC(=O)Cc3ccccc3F)n2)cc1
-9.8%,-10.8%[11.4 µM],-11.0%,68.1%[activator],-12.3%[11.4 µM],12.6%[57.1 µM],3.3%,1.4%,7.1%,CCOC(=O)C(CSCC(=O)c1ccc(Cl)cc1Cl)NC(=O)OC(C)(C)C (stereo not given)
-6.7%,-29.2%,3.9%,21.4%,-6.8%,-10.7%,5.1%,-1.5%,-1.4%,Nc1nnc(SCC(=O)c2ccco2)s1
0.5%,-9.9%,2.2%,28.7%,13.0%,24.0%,-1.4%,-7.5%,-11.4%,CCOc1ccc2nc(SCC(=O)NCc3ccc(OC)cc3)[nH]c2c1
-2.3%,25.5%,9.0%,40.1%[activator],-18.5%,15.0%,6.7%,5.6%,-1.1%,CCOc1ccccc1-c1nc(C(N)=O)c2[nH]c(=O)n(-c3ccccc3)c2n1
x,17.9%,-20.3%,4.6%,-31.2%,13.3%,-0.7%,-11.9%,-0.3%,CCCOc1cccc(C(=O)N(Cc2ccc(C)o2)C2CCS(=O)(=O)C2)c1 (stereo not given)
6.8%,19.9%,5.0%,29.6%,-6.3%,-1.9%[57.1 µM],26.6%,-2.3%,u,COCCCn1c(=O)/c(=C\c2ccccc2OC(F)F)s/c1=C(/C#N)C(N)=O
i,-14.3%,-4.4%,23.4%,3.5%,1.8%[57.1 µM],-2.1%,-8.0%,-9.6%,O=C(Nc1ccc(OC(F)(F)F)cc1)c1ccc2ccccc2n1
i,3.4%,-4.5%,-9.2%,-11.0%,-20.1%,5.2%,-3.3%,-2.5%,O=C(COc1ccc(Cl)cc1Cl)N1CCN(C(=O)c2ccco2)CC1
-12.2%,0.6%,-4.4%,6.9%,u,3.5%,-0.2%,-7.3%,3.1%,Cn1c(=O)n(Cc2ccco2)c(=N)c2c3c(sc21)CCC3
